# EP2 modulator: EP2 receptor (human) modulation | P43116 | EP2-expressing cells, cAMP HTRF FRET, PGE2 co-stimulation | induction, % at 25 µM | 260,000 tested, 0.83% active;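 active means compounds whose cAMP rise, as percent of the full-agonist control response, exceeds 60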;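 further: rat C6 glioma line stably carrying human EP2 under a CMV promoter; the protocol text gives 20 µM as final concentration; 100% = response of wells given 1 µM PGE2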
# Target sequence (P43116 whole entry, looked up): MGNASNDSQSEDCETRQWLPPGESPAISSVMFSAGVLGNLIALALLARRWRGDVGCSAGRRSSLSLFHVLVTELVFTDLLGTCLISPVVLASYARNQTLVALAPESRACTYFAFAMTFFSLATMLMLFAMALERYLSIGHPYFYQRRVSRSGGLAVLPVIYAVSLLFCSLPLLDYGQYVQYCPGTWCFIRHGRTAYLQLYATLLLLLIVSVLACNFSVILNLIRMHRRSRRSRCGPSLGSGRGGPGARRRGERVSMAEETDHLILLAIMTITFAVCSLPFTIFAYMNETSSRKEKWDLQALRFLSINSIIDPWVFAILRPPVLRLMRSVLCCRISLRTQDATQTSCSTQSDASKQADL
# PGE2 EP2 inh: inhibitors of human EP2 prostaglandin E2 receptor; P43116; C6 glioma cells expressing human EP2, cAMP TR-FRET; cells stimulated with saturating PGE2; inhibition, % at 25 µM; 260,000 tested, 0.52% active; AID 1422;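 active means percent inhibition above 40 after rounding to a whole number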;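 further: rat C6 glioma host cells with rolipram phosphodiesterase inhibitor present; the protocol text gives 20 µM as final concentration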
# Starred values were filed as active, the others as inactive; + = active, no number.
SMILES,EP2 modulator,PGE2 EP2 inh
COc1ccc(CN(Cc2ccc3c(c2)OCO3)CC(C)O)cc1O (centres undefined),-37,9
CCCOc1ccc(-c2nnn(CC(=O)Nc3ccccc3N3CCOCC3)n2)cc1,15,6
CCNC(=S)N(Cc1cccnc1)Cc1cc2cc(OC)c(OC)cc2[nH]c1=O,-26,12
CCCc1nnc(NC(=O)CCCOc2ccccc2OC)s1,-37,2
Cn1ccnc1C1(O)CCN(C(=O)c2ccc(F)cc2)CC1,-2,10
COC(=O)C(=O)Nc1nnc(Cc2ccccc2)s1,-9,10
CN(C)c1ccc(C(=C2C=CC(=[N+](C)C)C=C2)c2ccccc2)cc1,11,81*
C=CCNC(=O)c1ccccc1NC(=O)CN1C(=O)c2cccc3cccc1c23,-25,8
Cc1cccc(C)c1N1CCN(C(=O)C23CC4CC(CC(C4)C2)C3)CC1,-8,5
Cc1ccc(NC(=O)CSc2nnc(C3CC3)n2C)cc1C,-10,8
Cc1ccc(C(O)CN2CCC(O)(c3ccc(F)cc3)CC2)cc1 (centres undefined),-50,9
CCC(=O)Nc1ccc2oc(-c3ccc(Cl)cc3)nc2c1,-61,9
CCn1c(SCC(=O)Nc2ccccc2C(F)(F)F)nc2c1c(=O)n(C)c(=O)n2C,-3,8
CCC(C(=O)NC1CCCC1)N(Cc1ccccc1Cl)C(=O)c1snc(C(N)=O)c1N (centres undefined),4,8
CCc1ccc(N(CC(=O)NC2CCCC2)C(=O)c2ccc(C)s2)cc1,-11,12
COCC(=O)Nc1nnc(C2CCCC2)s1,-18,14
O=C(Cn1nnc(-c2ccc(F)cc2)n1)NC1CCCC1,-9,9
Cc1c(Cl)cc(C(C)(C)C)c(O)c1Cc1c(C)c(Cl)cc(C(C)(C)C)c1O,5,47*
Nc1cccc2cc(S(=O)(=O)Nc3ccc(C(=O)O)cc3)ccc12,7,9
Nc1ccc(C(=O)Oc2ccccc2)c(O)c1,43,10
CC(C)(C)NC(=O)C1CC(c2ccccc2Cl)=NO1 (centres undefined),-17,7
Cc1ccnc(NC(=O)C2c3ccccc3Oc3ccccc32)c1,-4,9
Cc1cc(C)c2c(c1)cc(C)c1nn(CC(=O)Nc3c(C)nn(C)c3C)c(=O)n12,0,10
CC(C)(C)NC(=O)C1CC(c2ccc(Cl)c(Cl)c2)=NO1 (centres undefined),-92,11
N=C(N)SCCc1ccncc1,16,48*
Cc1ccc(NC(=O)CSc2nc3sc4c(c3c(=O)[nH]2)CCCC4)c(C)c1,-28,5
CC(C)NC(=O)c1ccc2c(c1)N(CC(=O)NCc1ccccc1)C(=O)C(C)(C)O2,0,6
CCOc1ccccc1NC(=O)CSc1nc2cc(OC)ccc2cc1CC,42,5
COc1ccccc1C1(O)CCN(Cc2[nH]c3ccc(F)cc3c2C)CC1,-84,5
CCCC(C)c1nnc(NC(=O)c2cc(OC)cc(OC)c2)s1 (centres undefined),-81,8
Cc1cc(SCC(=O)N2CCOCC2)nc(SCC(=O)c2ccccc2)n1,-27,7
Cc1cccc2nc(C(C)C)c(NC3CCCC3)n12,-5,7
COc1c(Cl)cc(C(=O)Nc2sc3c(c2C#N)CCC3)cc1Cl,-2,6
CCn1ncc(C(=O)N2CCCC2c2nc(-c3cccnc3)n[nH]2)c1C (centres undefined),-7,7
CCC(=O)N1CCN(c2ccc(NC(=O)c3ccc(OC)cc3)cc2)CC1,-18,16
Cn1c(=O)n(C)c2cc(CN(CCCn3ccnc3)Cc3ccccc3Cl)ccc21,16,6
Cc1sc(C(=O)Nc2ccco2)c(C#N)c1C,9,14
COc1cccc(C(O)CN2CCC3(CC2)CC(O)c2cc(Cl)ccc2O3)c1 (centres undefined),-80,15
COc1cc(-c2oc3cc(O)ccc3c(=O)c2O)ccc1O,-21,18
OCCN1C[C@@H](O)[C@@H](O)C(O)C1CO (some centres undefined),13,9

# Rewritten tab-delimited: entries from further up
molecule	EP2 modulator	PGE2 EP2 inh
O=C(Cn1nnc(-c2ccc(F)cc2)n1)NC1CCCC1	-9	9
Cc1c(Cl)cc(C(C)(C)C)c(O)c1Cc1c(C)c(Cl)cc(C(C)(C)C)c1O	5	47*
Nc1cccc2cc(S(=O)(=O)Nc3ccc(C(=O)O)cc3)ccc12	7	9
Nc1ccc(C(=O)Oc2ccccc2)c(O)c1	43	10
CC(C)(C)NC(=O)C1CC(c2ccccc2Cl)=NO1 (centres undefined)	-17	7
Cc1ccnc(NC(=O)C2c3ccccc3Oc3ccccc32)c1	-4	9
Cc1cc(C)c2c(c1)cc(C)c1nn(CC(=O)Nc3c(C)nn(C)c3C)c(=O)n12	0	10
CC(C)(C)NC(=O)C1CC(c2ccc(Cl)c(Cl)c2)=NO1 (centres undefined)	-92	11
N=C(N)SCCc1ccncc1	16	48*
Cc1ccc(NC(=O)CSc2nc3sc4c(c3c(=O)[nH]2)CCCC4)c(C)c1	-28	5
CC(C)NC(=O)c1ccc2c(c1)N(CC(=O)NCc1ccccc1)C(=O)C(C)(C)O2	0	6
CCOc1ccccc1NC(=O)CSc1nc2cc(OC)ccc2cc1CC	42	5
COc1ccccc1C1(O)CCN(Cc2[nH]c3ccc(F)cc3c2C)CC1	-84	5
CCCC(C)c1nnc(NC(=O)c2cc(OC)cc(OC)c2)s1 (centres undefined)	-81	8
Cc1cc(SCC(=O)N2CCOCC2)nc(SCC(=O)c2ccccc2)n1	-27	7
Cc1cccc2nc(C(C)C)c(NC3CCCC3)n12	-5	7
COc1c(Cl)cc(C(=O)Nc2sc3c(c2C#N)CCC3)cc1Cl	-2	6
CCn1ncc(C(=O)N2CCCC2c2nc(-c3cccnc3)n[nH]2)c1C (centres undefined)	-7	7
CCC(=O)N1CCN(c2ccc(NC(=O)c3ccc(OC)cc3)cc2)CC1	-18	16
Cn1c(=O)n(C)c2cc(CN(CCCn3ccnc3)Cc3ccccc3Cl)ccc21	16	6
Cc1sc(C(=O)Nc2ccco2)c(C#N)c1C	9	14
COc1cccc(C(O)CN2CCC3(CC2)CC(O)c2cc(Cl)ccc2O3)c1 (centres undefined)	-80	15
COc1cc(-c2oc3cc(O)ccc3c(=O)c2O)ccc1O	-21	18
OCCN1C[C@@H](O)[C@@H](O)C(O)C1CO (some centres undefined)	13	9

# The list goes on.
SMILES,EP2 modulator,PGE2 EP2 inh
COc1ccc(OC)c(CN(Cc2ccco2)Cc2nc[nH]c2C)c1,34,10
COc1cc(CN2CCc3sccc3C2C)ccc1OCCN1CCOCC1 (centres undefined),-24,5
O=C1C=C(NCCc2cc(Br)c(O)c(Br)c2)C(=O)c2ncccc21,-49,104*
COc1ccc2cc(C(c3nnnn3C3CCCCC3)N3CCCC4(CCCCC4)C3)c(=O)[nH]c2c1 (centres undefined),27,5
CCn1c(=O)oc2cc(S(=O)(=O)NCc3cc(C)cc4c(C)c(C)[nH]c34)ccc21,-110,10
Nc1c(C(=O)c2cccs2)sc(=S)n1CCCN1CCOCC1,-74,5
CC1Oc2ccc(S(=O)(=O)NCc3ccncc3)cc2NC1=O (centres undefined),-69,10
O=C(COc1ccc(CN2CCC(CO)C2)cc1)N1CCOCC1 (centres undefined),27,7
CCC(c1nnnn1C1CCCC1)N(CCCO)Cc1cc2cc(C)ccc2[nH]c1=O (centres undefined),-11,7
Nc1nc(SCC(=O)O)[nH]c(=O)c1N,17,9
CC1(C)CC(CC#N)(c2ccc(F)cc2)CCO1 (centres undefined),-3,8
Cc1nn(C)cc1S(=O)(=O)NCC1(c2ccccc2)CCOCC1,-20,5
CCOC(=O)C1=C(C)OC(N)=C(C#N)C1c1ccc(OCC(N)=O)cc1 (centres undefined),-9,9
O=c1[nH]c(N2CCCCC2)nc2c1CN(Cc1nnnn1Cc1cccs1)CC2,-14,4
Cc1cccc(N(CC(=O)NC(C)(C)C)C(=O)c2csnn2)c1,7,11
CCCn1c(-c2ccccc2N)n[nH]c1=S,-1,12
CCC(C)NC(=O)C1CC(c2ccccc2O)=NO1 (centres undefined),2,13
O=C(CSc1nnc(CNc2ccc(F)cc2)o1)N1CCCCC1,-29,20
Cc1cc(OCC(=O)O)c(Cl)cc1Cl,30,13
Cc1cc(NC(=O)CC23CC4CC(CC(C4)C2)C3)ccc1NC(=O)c1ccco1,15,10
O=C(CN1C(=O)[C@H]2CCCN2C(=O)c2ccccc21)NCc1ccccc1Cl,-3,12
CC(=O)C1CC(CC(=O)N[C@H](Cn2nnc3ccccc32)C(C)C)C1(C)C (some centres undefined),-25,5
Cc1ccc2[nH]c(=O)c(C(c3nnnn3Cc3ccc(F)cc3)N3CCCC3)cc2c1 (centres undefined),-5,8
O=C(Cn1nnc(-c2ccc(N3CCOCC3)cc2)n1)NCC1COCCO1 (centres undefined),6,7
NCc1cc(C(=O)O)co1,11,5
N[C@@H](Cc1nn[nH]n1)C(=O)O,7,8
CS(=O)(=O)N1CCN(C2CCCCCCC2)CC1,-22,9
Cn1ccnc1C(NC(=O)c1ccccn1)c1ccc(F)c(F)c1 (centres undefined),-12,4
COc1ccc(C(c2nnnn2Cc2ccco2)N2CCN(c3nc4ccccc4s3)CC2)cc1 (centres undefined),13,7
CCOC(=O)c1sc(NC(=O)COc2ccccc2OCC)nc1C,30,7
COCC(=O)Nc1nnc(SCC(=O)Nc2ccc(C)c(Cl)c2)s1,-17,13
Cc1occc1-c1nnc(SCC(=O)N2CCCCC2)n1CCc1ccccc1,-22,18
Cc1ccc(N2CCCC2=O)cc1S(=O)(=O)NC(=O)C1Cc2ccccc2CN1 (centres undefined),-46,5
Cc1ccc(-c2nnn(CC(=O)Nc3ccccc3-c3ccc(C)o3)n2)o1,-21,23
C=CCOc1ccc(C2C(C#N)=C(N)OC3=C2C(=O)CCC3)cc1OCC (centres undefined),-12,9
CCN(CC)C(=O)CSc1nnc2c(n1)[nH]c1ccc(F)cc12,-5,7
CSc1ncc(CN2CCC(O)(c3ccc(C(F)(F)F)cc3)CC2)cn1,-33,10
COc1ccc(C(O)CN2CCCC(O)(c3ccccc3OC)C2)cc1 (centres undefined),3,10
CCC(=O)Nc1ccc(C(O)CN2CCC3(CC2)CC(O)c2cc(C)ccc2O3)cc1 (centres undefined),-10,7
O=C(CSc1nc(-c2ccco2)cc(C(F)(F)F)n1)Nc1ccc(Br)cc1,-79,7
NS(=O)(=O)c1cc2c(cc1Cl)NC(c1ccccc1)NS2(=O)=O (centres undefined),12,9
CCN(CC)c1ccc2nc3ccccc3[n+](CC)c2c1,-294,+
Cn1c(SCC(=O)N2CCCCC2)nc2ccccc2c1=O,-28,9
COCCNC(=O)C1CC(c2cccc(Br)c2)=NO1 (centres undefined),-8,12
CC(C)C(=O)NNC(=O)CSc1nnc(CNc2nc(-c3ccccc3)cs2)n1C,-6,5
O=C(NC1CC2CCCC(C1)N2C1CCCCC1)c1cccc(Cl)c1 (centres undefined),-41,14
Cc1ccc(/C=C/C(=O)NC(=S)Nc2ccc(S(=O)(=O)Nc3cc(C)on3)cc2)cc1,-111,83*
NCCS(=O)(=O)N1CCCC1,-13,16
CC1CCN(C(=O)C(C)NCCN(C)C)CC1 (centres undefined),3,14
Cc1cc(-c2cc(N)c(=O)n(CC(=O)Nc3ccc(OC(F)(F)F)cc3)n2)c(C)o1,-51,5
COc1ccc(C(C(=O)NCc2ccc3c(c2)OCO3)N(C(=O)c2csnn2)C2CC2)cc1 (centres undefined),-28,12
CCc1ccc2[nH]c(=O)c(C(c3nnnn3Cc3ccccc3)N(C)C3CCCCC3)cc2c1 (centres undefined),34,13
CCN(CC)CCOc1ccc(/C(=C(\Cl)c2ccccc2)c2ccccc2)cc1,-5,13
O=C(O)c1cccc(CN2CCCCC2)c1,-7,12
COc1ccc(CN2CCN(Cc3ccnc(N4CCCC4)n3)CC2)cc1,-30,3
COc1ccc2cc(C#N)c(N3CCOCC3)nc2c1,-52,21
O=C(CSc1nnnn1-c1ccc2c(c1)OCO2)NC1CCCCC1,-25,16
O=C(NCCc1nc(-c2ccc(Cl)cc2)n[nH]1)C1(c2ccccc2)CC1,-52,4
CCOC(=O)c1sc(NC(=O)c2cccs2)c(C#N)c1C,-84,18
C#CCOc1ccc(C2NC(=O)NC(C)=C2C(=O)OC)cc1OC (centres undefined),6,10

# A portion of the library; count on the stated rates, not on these rows.
